High-throughput results: PubChem BioAssay, Sanford-Burnham Center for Chemical Genomics
PfG6PD inh – PfG6PD (Plasmodium falciparum) enzyme inhibition; PfGluPho enzyme, NADPH resazurin-diaphorase fluorescence; inhibition, % at 20 µM; hit rate 0.78% among 350,000;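 active = inhibition reaching at least a set limit at 20 µM in the primary screen, cut at about 59% in these data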;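 note: 0% = DMSO wells with substrate and 100% = DMSO wells lacking glucose-6-phosphate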
SENP1 inh – blocks the human SENP1 SUMO protease catalytic domain | Q9P0U3 | recombinant SENP1 catalytic domain, CyPet-SUMO1-YPet FRET cleavage | inhibition, % at 10 µM | hit rate 0.21% among 360,000 | AID 624204;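 active = inhibition at least 30% at 10 µM, raw YFP signal under a set limit, fluorescence ratio 0.5 to 1.5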;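 note: 0% = enzyme with DMSO and 100% = no enzyme wells; some results filed as inactive read as strong as hits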
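system = hSENP1 catalytic domain, recombinant | reagent = SFCypet-SUMO1-SFYpet substrate at 25 nM | doses = one dose per compound, 10 µM, 0.5% DMSO | incubation = enzyme reaction for 50 min at room temperature, dark | measured by = FRET, CFP and YFP emission | controls = no-enzyme low, enzyme-DMSO high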
HKDC1 inhibitor – inhibitors of human hexokinase HKDC1. recombinant HKDC1, G6PDH/diaphorase resazurin coupled fluorescence. hit rate 0.16% among 340,000. AID 493160. inhibition, % at 20 µM;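 active = inhibition above about 35% when tested at 20 µM, limit read from the data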;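 note: plate controls were DMSO wells with enzyme for no effect and DMSO wells lacking enzyme for full effect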
Target sequence (Q2TB90 whole entry, looked up): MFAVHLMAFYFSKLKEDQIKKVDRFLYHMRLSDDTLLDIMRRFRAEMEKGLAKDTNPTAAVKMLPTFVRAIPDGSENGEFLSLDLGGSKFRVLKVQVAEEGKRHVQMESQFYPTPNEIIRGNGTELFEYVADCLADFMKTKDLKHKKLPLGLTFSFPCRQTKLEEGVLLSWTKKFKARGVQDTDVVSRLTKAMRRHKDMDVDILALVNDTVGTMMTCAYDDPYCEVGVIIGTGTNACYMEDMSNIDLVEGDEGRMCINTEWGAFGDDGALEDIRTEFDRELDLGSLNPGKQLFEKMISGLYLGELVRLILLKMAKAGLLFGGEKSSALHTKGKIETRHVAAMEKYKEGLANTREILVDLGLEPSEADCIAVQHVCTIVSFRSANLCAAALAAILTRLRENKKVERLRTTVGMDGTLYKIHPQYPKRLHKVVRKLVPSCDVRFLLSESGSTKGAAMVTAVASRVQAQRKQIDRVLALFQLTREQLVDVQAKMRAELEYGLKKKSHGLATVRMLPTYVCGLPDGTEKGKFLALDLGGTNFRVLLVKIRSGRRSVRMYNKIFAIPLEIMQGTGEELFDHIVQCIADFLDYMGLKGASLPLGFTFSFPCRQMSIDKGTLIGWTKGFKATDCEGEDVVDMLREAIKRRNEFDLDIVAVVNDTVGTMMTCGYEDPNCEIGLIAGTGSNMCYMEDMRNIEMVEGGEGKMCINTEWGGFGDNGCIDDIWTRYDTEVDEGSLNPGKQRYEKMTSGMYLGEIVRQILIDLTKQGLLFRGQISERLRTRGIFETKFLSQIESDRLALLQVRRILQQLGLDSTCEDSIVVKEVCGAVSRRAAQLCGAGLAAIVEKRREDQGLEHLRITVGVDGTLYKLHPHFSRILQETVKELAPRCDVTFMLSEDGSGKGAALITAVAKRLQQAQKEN
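Test system: Recombinant HKDC1 (HK5) hexokinase enzyme, produced in-house | Input: HKDC1 at 5 µg/mL | Buffer or medium: Tris pH 8.0 buffer with MgCl2, Tween-20, BSA, BME | Schedule: 90 min reaction incubation at room temperature, dark | Technique: Resazurin-to-resorufin fluorescence via G6PDH and diaphorase coupling, 525/613 nm | Controls: DMSO wells with and without enzyme mix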
SENP6 block – blocks the human protease SENP6 | AID 2599 | inhibition, % at 10 µM | Recombinant SENP6 catalytic domain, aminoluciferin luminescence | hit rate 1.8% among 330,000;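 active = inhibition above about 50% at the single tested dose, limit read from the data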;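 note: plate controls were DMSO wells with enzyme for no effect and DMSO wells lacking enzyme for full effect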
SENP8 block-1 – inhibitors of human SENP8 protease | Q96LD8 | purified SENP8, Z-RLRGG-aminoluciferin cleavage, luminescence | inhibition, % at 10 µM | hit rate 1.2% among 330,000 | AID 2540; in the data active = inhibition above about 50%
SENP7 block – inhibitors of human SENP7 protease. Q9BQF6. recombinant SENP7, Z-RLRGG-aminoluciferin luminescence, 40 min. inhibition, % at 5 µM. hit rate 1.5% among 330,000. AID 434973;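 active = inhibition above about 50% at the single test dose, limit read from the data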;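 note: plate controls were DMSO with enzyme for no effect and no enzyme buffer wells for full effect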
SENP8 block-2 – SENP8 (human) protease inhibition; recombinant SENP8, Nedd8 substrate fluorescence; AID 602440; hit rate 0.64% among 360,000; Q96LD8; inhibition, % at 20 µM; in the data active = inhibition mostly above about 40%, no sharp cut-off; inactive = mostly below about 27%
UBC13 inh – blocks human UBC13 polyubiquitin chain formation; P61088; TR-FRET; inhibition, % at 20 µM; hit rate 0.47% among 330,000; in the data active = inhibition above about 45%, passing the limit was not always enough
Target sequence (P61088 whole entry, looked up): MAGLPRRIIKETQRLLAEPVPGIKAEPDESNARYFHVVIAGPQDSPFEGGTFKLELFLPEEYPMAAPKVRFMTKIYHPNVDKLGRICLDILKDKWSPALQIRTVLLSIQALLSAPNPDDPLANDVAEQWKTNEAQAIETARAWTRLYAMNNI
beta cell repl – MIN6 beta-cell proliferation induction | proliferation, % at 10 µM | MIN6 cells proliferation, ATPlite luminescence, 48 h; cells starved in 0.2% serum; 100% = growth in 10% serum | hit rate 0.29% among 330,000;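 active = compounds whose signal lies at least 3.5 SD above the mean of all wells on their plate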;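 note: 0% = DMSO-treated cells in low-serum medium and 100% = 10% serum control; some compounds called inactive have numbers as strong as hits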
* = called active by the depositor; nt = not tested or not shown. No enrichment for hits (roughly 4% active in at least one column).

Preview:
SMILES	PfG6PD inh	SENP1 inh	HKDC1 inhibitor	SENP6 block	SENP8 block-1	SENP7 block	SENP8 block-2	UBC13 inh	beta cell repl
CC(=O)NC(Cc1ccccc1C)C(=O)NC1CCN(C(=O)c2cccc(C)c2)CC1 (stereo not drawn)	-19	1	-3	-7	1	4	6	3	-2
Cc1noc(C)c1C(=O)NCCc1c(C)[nH]c2ccccc12	7	-1	0	2	-8	-3	4	-10	-1
COC(=O)c1ccc(C(=O)OC)c(NC(=S)N2CCCC2)c1	-6	-12	5	-1	2	-3	-26	-7	-4
CC(C)(C)NC(=O)CSc1nc2ccc(NC(=O)CSc3nnnn3Cc3ccccc3)cc2s1	23	0	2	-10	-4	-13	-10	-24	-2
Oc1c(C(c2cccc(F)c2)N2CCN(Cc3ccccc3)CC2)sc2ncnn12 (stereo not drawn)	12	-1	-4	0	2	-5	9	-5	3
CCc1cc2c(=O)[nH]c(-c3ccccn3)nc2s1	-11	-7	7	-6	-10	-6	-218	-14	-3

The whole of this part, from the start:
SMILES	PfG6PD inh	SENP1 inh	HKDC1 inhibitor	SENP6 block	SENP8 block-1	SENP7 block	SENP8 block-2	UBC13 inh	beta cell repl
CC(=O)NC(Cc1ccccc1C)C(=O)NC1CCN(C(=O)c2cccc(C)c2)CC1 (stereo not drawn)	-19	1	-3	-7	1	4	6	3	-2
Cc1noc(C)c1C(=O)NCCc1c(C)[nH]c2ccccc12	7	-1	0	2	-8	-3	4	-10	-1
COC(=O)c1ccc(C(=O)OC)c(NC(=S)N2CCCC2)c1	-6	-12	5	-1	2	-3	-26	-7	-4
CC(C)(C)NC(=O)CSc1nc2ccc(NC(=O)CSc3nnnn3Cc3ccccc3)cc2s1	23	0	2	-10	-4	-13	-10	-24	-2
Oc1c(C(c2cccc(F)c2)N2CCN(Cc3ccccc3)CC2)sc2ncnn12 (stereo not drawn)	12	-1	-4	0	2	-5	9	-5	3
CCc1cc2c(=O)[nH]c(-c3ccccn3)nc2s1	-11	-7	7	-6	-10	-6	-218	-14	-3
CSc1ncccc1C(=O)OC(C)C(=O)Nc1cccc(S(=O)(=O)N2CCOCC2)c1 (stereo not drawn)	7	1	3	8	1	3	7	-5	2
CC(C)c1cccc(C(C)C)c1NC(=O)c1ccc(OCC(=O)NCc2ccccc2)cc1	nt	nt	nt	-3	2	-2	nt	-15	-5
CCCN1CN(c2ccccc2)C(=S)N(c2ccccc2)C1	5	4	-1	-12	-6	0	16	-3	-1
CC(C)C(OC(=O)c1nsc(Cl)c1Cl)C(=O)NC(C)(C)C (stereo not drawn)	-14	1	-6	7	3	0	9	8	1
c1ccc(-c2nnnc3ccccc23)cc1	-1	4	7	-12	-12	-1	8	4	0
CC(CN1CCCC1)OC(=O)c1ccc(Cl)cc1 (stereo not drawn)	-9	2	-6	3	-11	5	-1	-2	-3
NC(=O)c1c(NC(=O)CN2C(=O)CCC2=O)sc2c1CCCCC2	35	-5	-2	-8	-11	9	15	-5	-2
COc1cccc(NC(=O)c2cc(OC)c(OC)c(OC)c2Br)c1	1	0	-7	-6	-13	-4	10	-16	2
CCOc1ccccc1OCCCC(=O)N(C)CC(=O)Nc1cc(C)ccc1C	-16	0	3	-50	-5	-1	5	9	0
COc1cc(C2N(C)CCC3(OCCO3)C2(C)C)cc(OC)c1OC (stereo not drawn)	0	1	-6	-14	-13	0	8	-7	-3
CCC(C(=O)Nc1ccon1)c1ccccc1 (stereo not drawn)	-9	0	-1	-4	-3	3	2	4	0
CCN(CC1COc2ccccc2O1)C(=S)Nc1ccccc1 (stereo not drawn)	7	2	-7	1	4	0	14	-2	-2
N#Cc1nc(COc2ccc(Br)cc2)oc1NCCN1CCOCC1	10	1	-4	-19	-1	-12	14	-4	2
CCCCn1c(N)c(N(CCOC)C(=O)Cn2c(=O)cnc3ccccc32)c(=O)[nH]c1=O	-6	0	2	-15	-7	1	2	2	-3
CCCn1c2ccccc2c2cnn(CC(=O)NCCCN3CCCC(C)C3)c(=O)c21 (stereo not drawn)	12	0	2	-8	-2	3	-100	16	2
CCc1ccc(OCC(=O)NC(C)(C)C)cc1	2	2	-10	12	8	5	7	3	1
CCOc1ccc(OCC)c(NC(=O)CN2CCN(c3cccc(C)c3)CC2)c1	12	-2	3	6	0	3	24	1	-2
CC(C)(C)CC(=O)Nc1cc2c3c(c1)CC(=O)N3CCC2	-7	1	2	9	-1	-19	-5	-8	3
COc1cc(/C=C2\C(=N)N3N=C(S(C)(=O)=O)SC3=NC2=O)cc(OC)c1OCCOc1ccc(C)cc1	-20	-8	2	-3	6	4	2	-17	-4

Carrying on.
SMILES	PfG6PD inh	SENP1 inh	HKDC1 inhibitor	SENP6 block	SENP8 block-1	SENP7 block	SENP8 block-2	UBC13 inh	beta cell repl
O=C(N/N=C/c1ccc(O)cc1)c1[nH]c2ccc(Br)cc2c1-c1ccccc1	-5	3	2	-9	0	-2	-251	-5	-6
COc1cc(/C=N/NC(=O)COc2ccc(C)cc2)ccc1OC(=O)c1cccs1	13	3	-8	-25	-16	-10	16	-12	0
CC(C)(C)Nc1nc(C(N)=O)nc(N2CCOCC2)n1	-1	1	-6	-2	5	1	6	0	-3
CC(=O)c1c(C)[nH]c(C(=O)COc2cc(C)cc(C)c2)c1C	-10	0	-6	1	4	3	20	5	-3
Cn1c(N)c(S(=O)(=O)N2CCN(c3ccccc3Cl)CC2)c(=O)n(C)c1=O	5	0	-5	7	3	5	4	-2	2
COCc1cc(=O)[nH]c2cc(NC(=O)C3CC3)c(C)cc12	6	1	5	1	2	0	-178	4	0
Cc1ccc(/C=C(\C#N)C(=O)N2CCCC2)c(C)c1	-13	2	-5	-10	4	5	3	3	-2
CC(=O)N1N=C(c2cccs2)CC1c1ccco1 (stereo not drawn)	8	1	-5	8	-3	-9	-148	2	2
Cc1nn(-c2ccccc2)nc1C(=O)OCC(=O)N1CCCCC1C (stereo not drawn)	3	0	7	-17	-15	-8	-3	0	-3
COCCNC(=O)c1c(N)n(-c2ccccc2)c2nc3ccccc3nc12	-14	-22	2	62*	39	0	-258	-25	-2
CCc1ccc(OCC(=O)Nc2ccc(S(=O)(=O)N3CCCC3)cc2)c(Br)c1	-9	1	11	-20	-5	-3	9	3	-1
COc1ccc(-c2cc(C)no2)cc1S(=O)(=O)N1CCOc2ccc(C)cc21	8	1	-7	5	2	-8	16	2	3
COc1cccc(N(C(=O)Cn2nnc3ccccc32)C(C(=O)NCc2ccco2)c2cccnc2)c1 (stereo not drawn)	8	-2	-1	nt	nt	nt	15	nt	nt
CCN=C1SC(C(=O)Nc2ccc(Cl)c(Cl)c2)CC(=O)N1CC (stereo not drawn)	-2	0	-2	-12	-12	-5	21	-2	0
COc1ccc(CNC(=O)COC(=O)c2ccccn2)cc1	-13	-2	-4	8	4	3	9	-1	-5
CCOC(=O)C1(CCOc2ccccc2)CCN(Cc2ccccc2O)CC1	-4	0	2	nt	nt	nt	18	nt	nt
COc1ccc(C(=O)Nc2ccc(NC(=O)c3cnccn3)cn2)cc1	17	-1	-3	-30	1	4	2	-7	-2
O=C(/C=C/c1cccc([N+](=O)[O-])c1)Nn1c(-c2ccccc2F)nc2ccccc2c1=O	-40	0	17	-12	-4	-11	11	-12	0
Cc1c(N=NC2=C(O)CCCC2=O)c(=O)n(-c2ccccc2)n1C	12	5	-8	5	0	6	15	-36	-1
O=C(NCCO)C(=O)c1c(-c2ccc(Cl)cc2)cc2ccccn12	-12	1	-8	-12	-13	-2	13	-5	-4
CCC1(CC)NC(=O)N(CC(=O)Nc2ccc(OCc3ccccc3)cc2)C1=O	12	1	-6	0	2	0	12	-2	-3
c1ccc(CN2CCCC3(CCCN(Cc4nc(COc5ccccc5)no4)C3)C2)cc1 (stereo not drawn)	13	-1	2	-12	-2	-5	13	3	-4
Cc1ccc(OCC(=O)Nc2ccc3c(c2)C(=O)N(CCC(=O)O)C3=O)cc1	-6	0	-7	6	-2	-6	-49	-2	1
CCN(CC)S(=O)(=O)c1ccc2c(c1)c(=O)c(C(=O)NCCOC)cn2C	6	-2	-3	11	5	6	25	2	-1
COc1ccc(CCNC(=O)c2cc(C(=O)c3cc(Cl)ccc3O)cn(CCc3ccc(OC)cc3)c2=O)cc1	-4	-23	-4	-14	-5	-2	8	-8	0

Other results.
SMILES	PfG6PD inh	SENP1 inh	HKDC1 inhibitor	SENP6 block	SENP8 block-1	SENP7 block	SENP8 block-2	UBC13 inh	beta cell repl
NC(=S)Nc1cnc2ccccc2c1	2	0	-3	-23	0	7	-30	12	-1
O=C(CCC(=O)N1CCN(S(=O)(=O)c2ccc3ccccc3c2)CC1)Nc1cc(Cl)cc(Cl)c1	10	1	-1	-13	-4	-5	15	-6	-5
Cc1coc(C)c1C(=O)CC1(O)C(=O)N(CCc2ccccc2)c2ccccc21 (stereo not drawn)	-2	-10	10	3	0	4	1	-11	-4
COc1ccc(Cl)cc1C(=O)NNC(=S)NC1CCCCC1	0	3	0	-22	-7	11	10	-15	0
CCNc1nc(NC(C)C)nc(NS(=O)(=O)c2ccc(Cl)cc2)n1	83*	0	12	-4	1	3	13	-2	2
Cc1ccc(NC(=O)C2CCC(CNC(=O)[C@@H]3Cc4ccccc4CN3)CC2)c(C)c1 (stereo partly drawn)	-27	1	-4	-9	-11	-11	10	0	-1
c1ccc(CNc2nc(N3CCN(Cc4ccccc4)CC3)nc3ccccc23)cc1	25	4	3	-7	0	-3	-409	40	-4
C/C(=N\Nc1ccc(C)c(Cl)c1)c1cccnc1	96*	-3	1	-25	-21	7	2	2	-5
c1ccc2c(c1)nnn2Cc1nnc2sc(-c3ccc4c(c3)OCCO4)nn12	51	0	-5	10	3	-1	-270	-3	-1
O=C(Cn1nnc(N2CCCC2)n1)N/N=C/c1ccc(Cl)cc1	-22	-1	2	-1	0	8	12	8	0
Cc1cc(OCCCn2ccnc2)ccc1[N+](=O)[O-]	-16	0	2	21	8	5	31	-3	-4
O=S(=O)(c1ccc(Br)cc1)N1CCCc2ccccc21	39	-3	0	0	-5	1	5	-7	-3
COc1ccc2c(c1)c(=O)c(C(=O)O)c(-c1ccc3c(c1)OCO3)n2C	-16	1	-8	13	1	9	-37	29	-1
Cn1c(=O)c2cn(Cc3ccc(Cl)cc3)cc2n(C)c1=O	-1	0	14	-2	0	-13	14	-8	-3
O=C(N/N=C(\c1ccccc1)c1cccnc1)c1cccc(F)c1	-35	1	-4	-3	0	-5	7	-5	-7
Cc1cc(C(=O)NC(C)C2CCCO2)no1 (stereo not drawn)	-7	0	-6	-1	-2	-20	10	-5	-3
COc1ccc(CNC(=O)CSc2ncnc3nc[nH]c23)cc1	3	0	-2	-3	6	6	15	7	1
COCCn1c(COc2ccc(Cl)cc2)nnc1SCC(N)=O	-10	2	-11	-9	3	1	15	10	-3
CN(CCCC(=O)Nc1ccc(OC(F)F)cc1)S(=O)(=O)c1ccc(F)cc1	0	0	-1	-6	3	3	15	4	0
COc1cc(C(=O)Oc2c(CN3CCOCC3)cc(Cl)c3cccnc23)cc(OC)c1OC	11	-7	2	2	8	7	23	2	-6
CCC(C)[C@H](NC(=O)C1CC(=O)N(c2ccc3c(c2)OCCO3)C1)C(=O)N1CCCCC1 (stereo partly drawn)	-3	0	-3	-9	0	9	16	2	-1
